Source: PubChem
BH1578 lux ind – quorum light induction in luxS cqsA deficient V. cholerae | V. cholerae BH1578 lux reporter, luminescence, 6 h | activation, % at 18.7 µM | actives 0.16% (n = 350,000); in the data active means activation mostly above about 9.7%, no sharp cut-off; further: not every result past the cut was called active; inactives centre near 0; reference of the scale not given here
VHR inh abs – blocks human VHR1 dual specificity phosphatase; actives 0.52% (n = 290,000); AID 1654; inhibition, % at 13.3 µM; recombinant VHR phosphatase, pNPP absorbance; in the data active means inhibition above about 50%; further: some compounds called inactive have numbers as strong as hits
Target sequence (P51452 whole entry, looked up): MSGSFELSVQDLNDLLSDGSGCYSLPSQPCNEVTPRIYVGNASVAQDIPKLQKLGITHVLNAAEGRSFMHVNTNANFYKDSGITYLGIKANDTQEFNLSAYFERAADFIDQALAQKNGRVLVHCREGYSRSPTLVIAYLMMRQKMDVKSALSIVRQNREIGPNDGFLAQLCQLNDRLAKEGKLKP
CCHFV vOTU inh – CCHFV vOTU protease inhibition; Pep-AMC fluorescence; inhibition, % at 11.5 µM; AID 651958; actives 0.55% (n = 370,000); in the data active means inhibition above about 30%; further: 0% = vehicle wells with enzyme and 100% = no enzyme wells
TcdB inh – blocks C. difficile toxin B glycohydrolase activity; inhibition, % at 9.99 µM; TcdB glycohydrolase enzymatic assay, plate reader; AID 652162; actives 0.24% (n = 350,000); in the data active means inhibition above about 10%
MazEF act – MazEF (E. coli) toxin RNase activation. P0AE70. FAM/BHQ RNA-DNA oligo cleavage fluorescence, 5 h. activation, % at 20 µM. actives 0.32% (n = 350,000). AID 504720; in the data active means activation above about 50%
Target sequence (P0AE70 whole entry, looked up): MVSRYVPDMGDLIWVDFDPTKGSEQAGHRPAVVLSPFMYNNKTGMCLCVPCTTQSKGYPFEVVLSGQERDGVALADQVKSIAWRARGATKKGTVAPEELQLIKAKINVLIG
Yp Topo-I inh – blocks Yersinia pestis topoisomerase I activity; Y. pestis Topo-I cleavage product accumulation, plate reader; activity, % at 10 µM; actives 0.064% (n = 360,000); AID 504884; in the data active means activity above about 50%, passing the limit was not always enough; further: inactives centre near 2
PrPC surface inh – reduces human prion protein on the cell surface; actives 0.43% (n = 370,000); P04156; cell surface PrPC, TR-FRET read-out; inhibition, % at 13.8 µM; in the data active means inhibition above about 24%; further: 0% = median of the test wells and 100% = reference compound wells
3CLpro inhibitor – SARS-CoV 3CLpro protease inhibition; AID 1706; P0C6X7; actives 0.14% (n = 290,000); recombinant SARS-CoV 3CLpro, quenched FRET peptide cleavage; inhibition, % at 6 µM; in the data active means inhibition above about 12%
Rv3671c protease – inhibits the M. tuberculosis serine protease Rv3671c; P9WHR9; inhibition, % at 5.96 µM; actives 0.048% (n = 320,000); in the data active means inhibition above about 38%;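 further: extracellular domain of Rv3671c used as enzyme; 0% = enzyme with DMSO and 100% = no enzyme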
Target sequence (P9WHR9 whole entry, looked up, the tested form may be a part): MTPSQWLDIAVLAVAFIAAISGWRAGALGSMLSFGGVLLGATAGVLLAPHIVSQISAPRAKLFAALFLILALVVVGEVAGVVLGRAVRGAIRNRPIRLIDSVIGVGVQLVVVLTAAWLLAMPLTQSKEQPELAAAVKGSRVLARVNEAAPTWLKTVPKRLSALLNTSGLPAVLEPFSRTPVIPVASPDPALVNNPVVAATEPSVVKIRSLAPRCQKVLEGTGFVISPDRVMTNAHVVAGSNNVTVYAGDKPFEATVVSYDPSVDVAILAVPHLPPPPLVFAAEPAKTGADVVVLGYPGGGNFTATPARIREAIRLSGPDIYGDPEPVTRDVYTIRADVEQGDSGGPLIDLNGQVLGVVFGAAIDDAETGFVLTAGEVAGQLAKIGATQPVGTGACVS
SSB-PriA inh – K. pneumoniae PriA-SSBct interaction inhibition. AlphaScreen SSBct-PriA binding, biotinylated peptide. inhibition, % at 33 µM. actives 0.6% (n = 430,000). AID 1272365; in the data active means inhibition mostly above about 37%, no sharp cut-off; inactive means mostly below about 20%;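 further: plate controls were negative control peptide for no effect and reference peptide for full effect; strong numbers were not always called active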
Numbers without * were called inactive; i = inactive; nt = no result given; & = joins results of further samples. A portion of the library (hit frequency here may not be typical).

Order of results – VHR inh abs	CCHFV vOTU inh	PrPC surface inh	TcdB inh	BH1578 lux ind	Rv3671c protease	MazEF act	Yp Topo-I inh	3CLpro inhibitor	SSB-PriA inh
1) O=C(N=Nc1c(O)[nH]c2ccccc12)c1cc(-c2cccs2)[nH]n1
→ 48	3	-9	-0.4	i	-36	0	-4	-9	-4
2) Cc1cc(-c2nnc(SCC(=O)Nc3ccccn3)o2)no1
→ -5	0	-1	1.3	i	-7	0	1	2	-8
3) O=C(c1ccc(Br)s1)N1CCN(c2ccccn2)CC1
→ 10	-3	-5	-0.8	-0.2	9	-16	12	5	-16
4) COc1cc(CN2CCCC(CO)(Cc3ccccc3)C2)ccc1O (configuration not stated)
→ -2	3	-11	-0.2	i	-8	-2	-3	-1	-10
5) COc1ccc(C2(C)NC(=O)N(CC(=O)Nc3ccc4[nH]c(=O)[nH]c4c3)C2=O)cc1 (configuration not stated)
→ nt	-2	2	0.0	0.9	4	-8	-9	nt	-6
6) Cc1cc(OCC(=O)N[C@@H](Cc2ccccc2)c2nc3ccccc3[nH]2)ccc1Cl
→ 15	8	0	0.9	3.8	-14	5	10	0	1
7) Cc1ccc(-n2nnnc2SCCNS(=O)(=O)c2ccccc2)cc1C
→ 8	-7	3	nt	i	-6	-12	0	3	-3
8) COc1ccc(CC(=O)OCc2cc3cccc(C)c3[nH]c2=O)cc1
→ 1	nt	nt	1.1	-0.6	5	-11	9	3	-16
9) CCN(Cc1ccccc1)S(=O)(=O)c1cc(C(=O)c2c(N)n(C)c(=O)n(C)c2=O)ccc1OC
→ 34	-5	4	0.3	-0.3	2	-2	22	2	8
10) Cc1oc(C)c(C(=O)NCCCC(=O)O)c1C(=O)NCCCC(=O)O
→ 17	7	4	nt	-1.1	4	2	-6	1	-11

Continuation:
Order of results – VHR inh abs	CCHFV vOTU inh	PrPC surface inh	TcdB inh	BH1578 lux ind	Rv3671c protease	MazEF act	Yp Topo-I inh	3CLpro inhibitor	SSB-PriA inh
11) CCOC(=O)c1nn(-c2ccccc2)c(=O)cc1SC(C)CC (configuration not stated)
→ 10	12	7	nt	-2.6	1	-9	7	-1	-6
12) CCc1ccc(/C=C2/SC(=S)N(CCCC(=O)Nc3ccccc3C(=O)O)C2=O)cc1
→ 10	-7	1	0.1	-0.3	-9	3	27	1	-20
13) NC(=O)c1ccsc1NC(=O)CSc1nnc(Nc2ccccc2)s1
→ 26	9	0	-1.3	-0.2	-12	6	-5	1	-1
14) O=C(N/N=C/c1cccc(O)c1)c1cc2c(ccc3ccccc32)o1
→ -6	18	-2	0.4	-0.8	nt	15	1	-8	nt
15) O=c1[nH]c(=O)c2nc(-c3ccc(Cl)cc3)cnc2[nH]1
→ 5	-230	-9	-0.1	i	-10	7	6	1	-5
16) CCC(=O)N(CCC(c1ccccc1)c1ccco1)Cc1cccs1 (configuration not stated)
→ 16	34*	5	nt	i	5	-4	-1	-1	-6
17) CNC(=S)N1C2CCCC1CC(NC(=O)c1ccc(C)cc1)C2 (configuration not stated)
→ nt	-17	3	-0.3	-0.7	nt	8	0	nt	-15
18) NC(N)=NC(N)=Nc1cccc2ccccc12
→ 18	3	8	0.2	0.2	8	11	-6	-3	5
19) Cc1cccc(C)c1OCC(=O)NC1CC1
→ -7	20	-4	-0.8	i	2	3	10	5	-9
20) Cc1ccc2sc(NNC(=O)c3cc(=O)c4ccccc4o3)nc2c1C
→ -29	14	-9	2.4	-0.3	-7	-3	-8	1	-24

Further compounds follow.
Order of results – VHR inh abs	CCHFV vOTU inh	PrPC surface inh	TcdB inh	BH1578 lux ind	Rv3671c protease	MazEF act	Yp Topo-I inh	3CLpro inhibitor	SSB-PriA inh
21) CC1Cc2ccccc2N1C(=O)COC(=O)C1=COCCO1 (configuration not stated)
→ 4	3	0	nt	-0.2	5	2	3	5	6
22) CC(C)(C)n1nc2c(c1NC(=O)COc1ccc3ccccc3c1)CS(=O)C2 (configuration not stated)
→ 12	4	8	7.0	-0.1	4	-7	1	-1	-9
23) O=C(Nc1nnc(-c2ccco2)o1)c1cccc2ccccc12
→ -10	-6	0	-0.4	-0.2	2	4	2	2	1&4
24) CCOc1ccccc1C1N=C(c2ccc(OC)cc2)CC(c2ccccc2O)N1 (configuration not stated)
→ 12	9	-14	1.2	-1.4	-22	-1	2	3	-5
25) COC(=O)C1=C(C(=O)OC)[C@@H]2N(Cc3ccccc3)c3ccccc3[C@@]23C[C@@H](CO)N(C(=O)NC2CCCC2)C3=N1
→ 15	-8	1	3.0	i	-6	1	26	nt	8
26) c1ccc(-n2nnnc2Oc2cccc3cccnc23)cc1
→ -8	8	-6	nt	i	-3	6	2	3	0
27) COc1ccccc1CNC(=O)c1ccc(NS(=O)(=O)c2cccs2)cc1
→ 6	7	-3	1.0	-0.6	-19	-1	7	5	7
28) Cc1ccc(Cl)cc1NC(=O)C[n+]1ccc(Cc2ccc([N+](=O)[O-])cc2)cc1
→ 20	1	-44	0.9	0.4	-4	22	-17	0	15
29) O=C(Cn1cccc1C(=O)c1ccccc1)NCc1ccc(Cl)cc1
→ 25	2	-3	0.2	0.7	-8	4	8	-2	-14
30) Cc1cc(C)[n+](C2C3CC4CC(C3)CC2C4)o1 (configuration not stated)
→ -13	-7	7	-0.8	i	19	4	0	-1	-10

(further entries)
Order of results – VHR inh abs	CCHFV vOTU inh	PrPC surface inh	TcdB inh	BH1578 lux ind	Rv3671c protease	MazEF act	Yp Topo-I inh	3CLpro inhibitor	SSB-PriA inh
31) COCCNC(=O)CCCCCn1c(=S)[nH]c2ccccc2c1=O
→ 37	3	-5	nt	i	-1	0	-5	-2	-3
32) O=C(CSc1nc(C(F)(F)F)cc(=O)[nH]1)N1CCCC1
→ nt	7	10	-1.3	-1.8	-1	1	1	nt	-11
33) COc1ccccc1NC(=O)COC(=O)c1cc(C)nc2ccccc12
→ nt	16	0	0.1	i	-7	9	9	nt	-7
34) COc1ccc(NC(=S)N2CCN(S(=O)(=O)c3ccccc3)CC2)cc1
→ 15	-6	0	0.2	0.7	nt	3	4	1	5
35) Cc1ccc(S(=O)(=O)c2ccc(NN)cc2)cc1
→ 7	2	1	-3.1	-0.4	nt	12	11	1	-8
36) COc1ccc2[nH]c3c(c2c1)CCN1C(=O)C(CC(=O)NCC24CC5CC(CC(C5)C2)C4)C[C@H](C(=O)N2CCOCC2)[C@@]31C (some centres not stated)
→ nt	14	1	0.9	-1.1	nt	2	32	nt	13
37) Cc1cc(NC(=O)c2ccc(C)s2)n(-c2nc3ccccc3[nH]2)n1
→ 15	-9	10	nt	-0.5	-15	1	11	0	-14
38) CCc1nnc(NC(=O)c2ccc(S(=O)(=O)N3CCCc4ccccc43)cc2)o1
→ 11	9	-5	1.0	0.2	-6	4	18	6	6&-2
39) O=C(Nc1ccc(F)cc1F)C1CCCN1S(=O)(=O)c1cccc2nsnc12 (configuration not stated)
→ -9	-1	-32	-0.1	-12	3	-1	-3	-2	-6
40) C[C@H](O)C#Cc1cnc2c(c1)C(=O)N([C@H](C)CO)C[C@@H](C)[C@@H](CN(C)Cc1ccc(-c3ccccc3)cc1)O2
→ nt	-8	-2	0.5&0.9&0.9	-0.4	nt	-20	19	nt	nt

Quoted from above: nos. 31–34
Order of results – VHR inh abs	CCHFV vOTU inh	PrPC surface inh	TcdB inh	BH1578 lux ind	Rv3671c protease	MazEF act	Yp Topo-I inh	3CLpro inhibitor	SSB-PriA inh
31) COCCNC(=O)CCCCCn1c(=S)[nH]c2ccccc2c1=O
→ 37	3	-5	nt	i	-1	0	-5	-2	-3
32) O=C(CSc1nc(C(F)(F)F)cc(=O)[nH]1)N1CCCC1
→ nt	7	10	-1.3	-1.8	-1	1	1	nt	-11
33) COc1ccccc1NC(=O)COC(=O)c1cc(C)nc2ccccc12
→ nt	16	0	0.1	i	-7	9	9	nt	-7
34) COc1ccc(NC(=S)N2CCN(S(=O)(=O)c3ccccc3)CC2)cc1
→ 15	-6	0	0.2	0.7	nt	3	4	1	5

In another format: results already given.
36) COc1ccc2[nH]c3c(c2c1)CCN1C(=O)C(CC(=O)NCC24CC5CC(CC(C5)C2)C4)C[C@H](C(=O)N2CCOCC2)[C@@]31C (some centres not stated)
39) O=C(Nc1ccc(F)cc1F)C1CCCN1S(=O)(=O)c1cccc2nsnc12 (configuration not stated)
33) COc1ccccc1NC(=O)COC(=O)c1cc(C)nc2ccccc12
37) Cc1cc(NC(=O)c2ccc(C)s2)n(-c2nc3ccccc3[nH]2)n1
compound no.	36	39	33	37
VHR inh abs	nt	-9	nt	15
CCHFV vOTU inh	14	-1	16	-9
PrPC surface inh	1	-32	0	10
TcdB inh	0.9	-0.1	0.1	nt
BH1578 lux ind	-1.1	-12	i	-0.5
Rv3671c protease	nt	3	-7	-15
MazEF act	2	-1	9	1
Yp Topo-I inh	32	-3	9	11
3CLpro inhibitor	nt	-2	nt	0
SSB-PriA inh	13	-6	-7	-14

Remaining list, next part.
Order of results – VHR inh abs	CCHFV vOTU inh	PrPC surface inh	TcdB inh	BH1578 lux ind	Rv3671c protease	MazEF act	Yp Topo-I inh	3CLpro inhibitor	SSB-PriA inh
41) CC(C)CN1C(=O)NC(NS(=O)(=O)c2ccc(N)cc2)(C(F)(F)F)C1=O (configuration not stated)
→ -2	-5	7	nt	-0.2	3	10	-2	4	-6
42) CC(OC(=O)Cc1n[nH]c(=O)c2ccccc12)C(=O)Nc1ccc(Cl)cn1 (configuration not stated)
→ 10	-10	1	-0.4	i	5	-4	-10	0	-4
43) O=C(CCOc1ccccc1)NCc1ccccc1
→ 6	-8	-5	nt	i	-4	5	-5	-5	-4&-18
44) O=C(COn1nnc2ccc(S(=O)(=O)N3CCOCC3)cc21)Nc1c(F)c(F)c(F)c(F)c1F
→ 21	-6	0	5.3	-0.3	-9	1	-16	2	-3
45) CCOC(=O)N1CCN(C2CCCN(C(=O)c3ccccc3N(C)C)C2)CC1 (configuration not stated)
→ 14	10	0	-0.6	-2.9	-11	-7	2	-5	-9
46) COc1ccc(COC(=O)C2=C(C)NC(=O)NC2c2cccc(OC)c2OC)cc1 (configuration not stated)
→ 13	-5	-3	5.4	-3.2	5	1	4	2	-5
47) CC(=O)N1CCc2cc(S(=O)(=O)NC(CC(C)C)C(=O)Nc3ccc4c(c3)OCCO4)ccc21 (configuration not stated)
→ -19	-4	2	nt	-0.6	-9	1	-3	1	-8
48) CCc1nc(-c2cc3ccc(C)cc3[nH]c2=O)no1
→ 28	-27	2	nt	-0.4	-6	10	-2	6	1
49) Cc1nc(CN2CCCCC2)c(O)c(=O)[nH]1
→ nt	-7	-8	0.7	i	nt	-4	5	nt	-8
50) O=C(CN1C(=O)C2CC=CCC2C1=O)Nc1nnc(SCc2c(Cl)cccc2Cl)s1 (configuration not stated)
→ -10	3	1	nt	i	-45	-5	-6	6	-4

Next section.
Order of results – VHR inh abs	CCHFV vOTU inh	PrPC surface inh	TcdB inh	BH1578 lux ind	Rv3671c protease	MazEF act	Yp Topo-I inh	3CLpro inhibitor	SSB-PriA inh
51) CC(=O)c1cn(CCOc2ccc(F)cc2)c2ccccc12
→ 0	4	8	0.6	4.9	3	5	9	-5	-19
52) CCCCC1CCC(C(=O)OC(C)C(=O)Nc2ccc(NC(C)=O)cc2)CC1 (configuration not stated)
→ -4	1	4	0.4	9.8	-6	7	-4	-1	5
53) COc1ccc(O)c(C(=O)c2cnn(-c3ccc(Cl)cc3)c2)c1
→ 12	-9	7	0.4	-0.4	-5	1	1	-2	28
54) CC(C)OP(=O)(OC(C)C)/C(C=O)=N\Nc1ccc([N+](=O)[O-])cc1
→ 13	15	-5	-1.1	-0.9	2	-2	-7	-1	nt
55) CC(=O)N1CCN(C(=O)c2ccc(-n3c(C)ccc3C)cc2)CC1
→ 22	11	-7	nt	-0.4	10	11	4	9	-4
56) COC(=O)C1=C(c2ccc(C(C)=O)cc2)C[C@@H]2CC[C@H]1N2C(=O)N1CCCC1
→ nt	-8	6	4.4	i	8	7	-5	nt	-33
57) Cc1cccc(C)c1NC(=O)C/C(N)=N/O
→ 13	-6	0	nt	-2.9	0	-5	4	-3	nt
58) CC(=O)Nc1cccc(C(=O)/C=C/c2cccs2)c1
→ 2	7	2	nt	0.0	-31	0	2	-1	10
